Source: PubChem BioAssay (several laboratories)
HTRA1 inh = HTRA1 serine protease inhibitors, primary screen, biochemical, fluorescence polarization, HTS | Q92743 | recombinant HTRA1, FP-rhodamine activity-based probe | inhibition, % at 5.96 µM | hit rate 0.5% among 340,000; in the data active = inhibition above about 36%;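 note: 0% = enzyme with DMSO and 100% = wells lacking enzyme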
Target sequence (Q92743 whole entry, looked up): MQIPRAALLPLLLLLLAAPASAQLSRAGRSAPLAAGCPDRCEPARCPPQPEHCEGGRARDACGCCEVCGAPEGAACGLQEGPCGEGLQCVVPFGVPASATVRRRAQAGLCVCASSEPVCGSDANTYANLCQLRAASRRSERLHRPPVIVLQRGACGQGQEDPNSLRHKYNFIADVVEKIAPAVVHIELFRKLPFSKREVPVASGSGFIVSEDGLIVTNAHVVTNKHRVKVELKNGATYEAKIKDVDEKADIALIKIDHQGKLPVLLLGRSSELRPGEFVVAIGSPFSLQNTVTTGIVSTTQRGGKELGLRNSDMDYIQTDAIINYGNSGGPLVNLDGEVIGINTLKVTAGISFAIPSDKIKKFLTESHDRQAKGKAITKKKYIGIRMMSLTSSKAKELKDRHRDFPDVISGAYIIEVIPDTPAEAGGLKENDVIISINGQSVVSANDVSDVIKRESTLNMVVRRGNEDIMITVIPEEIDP
PG9 binder = binders of HIV-1 gp120 antibody PG9, primary screen, biochemical, TR-FRET; HIV-1 gp120 / PG9 antibody interaction; TR-FRET gp120-PG9 antibody binding; inhibition, % at 6.7 µM; hit rate 0.43% among 360,000; AID 624416, 2012; in the data active = inhibition above about 8.5%
TCR-CD3 inh = inhibitors of human TCR-CD3 interaction, primary screen, biochemical, fluorescence, TAMRA-labeled TCR probe | inhibition, % at 9.4 µM | T-cell receptor (TCR) | AID 651800, 2012 | hit rate 0.37% among 360,000; in the data active = inhibition above about 19%;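 note: recombinant mutant TCR 2C K166C tagged with TAMRA read by polarization; 0% = receptor in buffer alone and 100% = receptor with positive control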
rCAG binder = binders of r(CAG) RNA repeats, primary screen, biochemical, fluorescence; r(CAG) RNA repeat, TO-PRO-1 dye displacement fluorescence; inhibition, % at 3 µM; hit rate 1.3% among 370,000; AID 651821, 2012;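 active = inhibition above the plate cutoff, the mean of all test compounds on that plate plus 3 SD, cut at about 35% in these data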;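 note: 0% = DMSO alone and 100% = 100 µM mitoxantrone as full dye displacement; higher means more dye released from RNA so lower well fluorescence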
mABHD4 FP = ABHD4 inhibitors, primary screen, biochemical, fluorescence polarization, mouse; purified mABHD4, FP-Rh probe fluorescence polarization; hit rate 0.54% among 370,000; inhibition, % at 8.92 µM;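 active = inhibition exceeding the mean over every tested compound plus 3 SD, cut at about 30% in these data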;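 note: 0% = plate median of compound wells and 100% = S159A mutant with DMSO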
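Test system: mouse ABHD4 enzyme, wild type. Reagent: FP-Rh fluorescent activity-based probe, added after compound pre-incubation. Timing: pre-incubation 45 min, probe exposure 60 min, at 25 °C. Technique: FP readout, ex 525 nm / em 598 nm. Benchmarks: high control S159A mutant with DMSO, low control median of compound wells.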
PRMT1 inh = PRMT1 methyltransferase inhibitors, primary screen, biochemical, fluorescence polarization; Protein arginine N-methyltransferase 1 (Homo sapiens), Q99873; recombinant PRMT1, activity-based probe fluorescence polarization; inhibition, % at 2.79 µM; hit rate 1.3% among 370,000; AID 652257, 2013;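 active = inhibition above about 21% made by adding two undisclosed values, limit read from the data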
Target sequence (Q99873 whole entry, looked up): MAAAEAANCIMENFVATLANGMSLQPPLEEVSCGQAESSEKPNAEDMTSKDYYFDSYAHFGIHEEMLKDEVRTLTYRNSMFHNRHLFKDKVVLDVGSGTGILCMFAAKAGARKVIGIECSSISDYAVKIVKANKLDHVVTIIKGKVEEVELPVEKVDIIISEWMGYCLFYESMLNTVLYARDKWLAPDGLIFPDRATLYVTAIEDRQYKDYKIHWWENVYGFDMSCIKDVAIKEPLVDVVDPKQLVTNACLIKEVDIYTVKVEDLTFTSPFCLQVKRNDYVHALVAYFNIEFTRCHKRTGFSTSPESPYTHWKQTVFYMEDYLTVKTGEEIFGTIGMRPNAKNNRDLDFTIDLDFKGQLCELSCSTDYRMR
NR1D1 modulator = modulators of Rev-erb alpha DNA binding, primary screen, biochemical, FITC-DNA, fluorescence polarization, uHTS; hit rate 0.79% among 370,000; Rev-erbα–FITC-DNA binding, 90 min; activity, % at 10 µM;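 active = activity above about 14%, limit read from the data; passing the limit was not always enough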;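 note: 0% = DMSO wells with 35 nM protein and 100% = DMSO wells with 750 nM protein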
LEDGF integ inh = blockers of LEDGF/p75-dependent integrase strand transfer – biochemical, TR-FRET, high throughput, primary screen; TR-FRET IN-LEDGF/p75 DNA integration, Eu/Cy5; inhibition, % at 3.7 µM; hit rate 0.64% among 370,000;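 active = inhibition above the screen-wide mean plus 3 SD, cut at about 13% in these data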;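 note: signal is the Cy5 over europium emission ratio at 671 and 618 nm; 0% = plate median of compound wells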
TDP2 absorb = human TDP2 enzyme inhibitors, primary screen, biochemical, epi absorbance, recombinant enzyme; inhibition, % at 12.8 µM; AID 720702, 2013; hit rate 0.34% among 370,000; Tyrosyl-DNA phosphodiesterase 2 (Homo sapiens), O95551; T5PNP hydrolysis, p-nitrophenol absorbance 415 nm;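 active = inhibition above the mean of all tested compounds plus 3 SD, set per campaign, cut at about 25% in these data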;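 note: 0% = DMSO with enzyme and 100% = buffer with substrate but no TDP2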
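Test system: Human TDP2 enzyme | Reagent: 5 mM T5PNP | Compound dosing: 12.8 µM single point, 1% DMSO | Incubation: Enzyme reaction with compound for 2 h at 37 °C | Technique: p-Nitrophenol epi absorbance | Read-out: % inhibition relative to enzyme-containing and enzyme-free wells | Benchmarks: High control without enzyme, low control DMSO plus TDP2 | Replicates: Singlicate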
SIAE inh = human SIAE inhibitors, primary screen, biochemical, fluorescence polarization, FP-Rh probe, 1536-well HTS; Sialate O-acetylesterase (Homo sapiens), Q9HAT2; SIAE FP-Rh probe binding; inhibition, % at 9.66 µM; hit rate 0.69% among 370,000; AID 1053197, 2014;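 active = inhibition above a cutoff: mean of compounds within the control limits plus 3 SD of those, cut at about 17% in these data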;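 note: 0% = plate median of compound wells and 100% = probe without SIAE protein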
* hit, by the source's call; . = no result given; & = joins results of further samples. Only part of the results is shown; the hit share may differ from the screen's.

SMILES	HTRA1 inh	PG9 binder	TCR-CD3 inh	rCAG binder	mABHD4 FP	PRMT1 inh	NR1D1 modulator	LEDGF integ inh	TDP2 absorb	SIAE inh
CC1=CC2=NC(=O)CC(C)(C(=O)N(CC(=O)NC3CCCC3)c3cc(C)cc(C)c3)N2C=C1 (stereo not given)	6	-0.4	0	-9	-1	-2	-2	5	4	-2
Clc1ccc2nc(C(Cl)(Cl)Cl)[nH]c2c1	-3	0.3	3	4	1	0	-8	0	2	1
Cn1c(=O)oc2cc(S(=O)(=O)NCCN3CCN(c4ccccc4)CC3)ccc21	-2	0.3	0	1	2	3	1	1	0	-3
COc1ccccc1C(=O)N1CCN(c2ccc(N3CCOCC3)nn2)CC1	7	1.4	-7	-3	6	38*	6	-4	-4	-3
O=C(COc1cc2oc(=O)c3c(c2cc1Cl)CCC3)NCCCn1ccnc1	-1	-1.2	7	-5	1	-5	-1	2	-1	5
O=C(Cn1cc2c(n1)CCCC2)NCc1cccs1	3	0.8	4	1	3	0	-2	-1	3	1
O=C(Cn1nc(Cl)nc1Cl)c1ccc(F)cc1	-1	-0.8	5	1	4	4	-1	5	4	-4
CCN(CC)C(=O)c1sc(N)c(C#N)c1C	0	-0.6	5	1	5	1	5	-1	-3	-2
C[C@@H]1CCCCO[C@@H](CN(C)Cc2ccc(Cl)c(Cl)c2)[C@@H](C)CN([C@H](C)CO)C(=O)c2cc(NC(=O)CCC(F)(F)F)ccc2O1	-11	-0.3	7	6	-3	2	10	-4	-2	-6
Cc1nn(CC(=O)N2CCc3ccccc32)c(C)c1S(=O)(=O)NC(C)(C)C	-1	-1.8	-2	3	-7	-2	4	4	6	-2
CC(=O)Nc1ccccc1NC(=O)C/C(C)=N/NC(=O)c1cccnc1	7	-0.7	0	0	3	-3	2	4	-11	0
CCC1CCCCN1S(=O)(=O)c1ccc2[nH]c(=O)ccc2c1 (stereo not given)	-6	1.0	1	4	0	-1	1	0	-3	1
COc1ccccc1CNC(=O)COC(=O)Cc1ccc(Br)cc1	1	-1.3	12	-1	-2	-3	-1	-1	-5	0
OC(c1ccccc1)c1nc(-c2cc3ccccc3o2)cs1 (stereo not given)	.	-2.6	-8	0	-24	5	1	2	1	-3
CCN(CC)S(=O)(=O)c1ccc(N2CCOCC2)c(NC(=O)c2nn(C(C)C)c(=O)c3ccccc23)c1	-6	0.6	-9	1	18	2	-7	0	5	-1
Cc1cc(NC(=O)COC(=O)C(Cc2ccccc2)NC(=O)c2ccco2)no1 (stereo not given)	-5	2.5	-7	4	-14	7	-6	-3	-7	-7
COc1cc(/C=C/c2cc[n+](C)cc2)ccc1OCC(=O)Nc1ccc(Cl)c(Cl)c1	-16	2.4	3	19	-9	-3	0	2	6	-8
CCOc1ccc(-c2nnn(CC(=O)NCc3ccccc3)n2)cc1	2	-0.3	-3	0	-16	4	-3	-3	-6	-10
COc1ccc(Cl)cc1NC(=O)C(C)N1CCc2ccccc21 (stereo not given)	-10	-0.1	-7	-2	-7	8	3	-6	3	-2
COc1cc(OC)cc(C(=O)NNC(=O)CCC(=O)c2cc(C)sc2C)c1	-2	-1.3	-4	2	-4	-1	7	-1	-8	-4

Three structures from above, arranged by molecular weight, descending:
SMILES	HTRA1 inh	PG9 binder	TCR-CD3 inh	rCAG binder	mABHD4 FP	PRMT1 inh	NR1D1 modulator	LEDGF integ inh	TDP2 absorb	SIAE inh
COc1ccccc1CNC(=O)COC(=O)Cc1ccc(Br)cc1	1	-1.3	12	-1	-2	-3	-1	-1	-5	0
COc1cc(OC)cc(C(=O)NNC(=O)CCC(=O)c2cc(C)sc2C)c1	-2	-1.3	-4	2	-4	-1	7	-1	-8	-4
CC(=O)Nc1ccccc1NC(=O)C/C(C)=N/NC(=O)c1cccnc1	7	-0.7	0	0	3	-3	2	4	-11	0

For reference, seven of the compounds above.
SMILES	HTRA1 inh	PG9 binder	TCR-CD3 inh	rCAG binder	mABHD4 FP	PRMT1 inh	NR1D1 modulator	LEDGF integ inh	TDP2 absorb	SIAE inh
OC(c1ccccc1)c1nc(-c2cc3ccccc3o2)cs1 (stereo not given)	.	-2.6	-8	0	-24	5	1	2	1	-3
CCN(CC)S(=O)(=O)c1ccc(N2CCOCC2)c(NC(=O)c2nn(C(C)C)c(=O)c3ccccc23)c1	-6	0.6	-9	1	18	2	-7	0	5	-1
Cc1cc(NC(=O)COC(=O)C(Cc2ccccc2)NC(=O)c2ccco2)no1 (stereo not given)	-5	2.5	-7	4	-14	7	-6	-3	-7	-7
COc1cc(/C=C/c2cc[n+](C)cc2)ccc1OCC(=O)Nc1ccc(Cl)c(Cl)c1	-16	2.4	3	19	-9	-3	0	2	6	-8
CCOc1ccc(-c2nnn(CC(=O)NCc3ccccc3)n2)cc1	2	-0.3	-3	0	-16	4	-3	-3	-6	-10
COc1ccc(Cl)cc1NC(=O)C(C)N1CCc2ccccc21 (stereo not given)	-10	-0.1	-7	-2	-7	8	3	-6	3	-2
COc1cc(OC)cc(C(=O)NNC(=O)CCC(=O)c2cc(C)sc2C)c1	-2	-1.3	-4	2	-4	-1	7	-1	-8	-4

Next section:
SMILES	HTRA1 inh	PG9 binder	TCR-CD3 inh	rCAG binder	mABHD4 FP	PRMT1 inh	NR1D1 modulator	LEDGF integ inh	TDP2 absorb	SIAE inh
CN1CCN(C(=O)C2CC(c3ccc(F)cc3)=NO2)CC1 (stereo not given)	-1	-0.1	1	4	0	-2	11	3	-6	5
Cc1nn(C)c(C)c1S(=O)(=O)N(CC(=O)NCCCN1CC(C)CC(C)C1)c1ccc(C(C)C)cc1 (stereo not given)	3	-0.1	5	-8	2	2	-3	-2	-5	8
Cc1nnc(SCC(=O)NCc2ccco2)[nH]c1=O	3	-0.3	0	6	5	4	5	0	2	-1
Cn1cc(/C=C(\NC(=O)c2ccccc2Cl)C(=O)NCCCN2CCOCC2)c2ccccc21	3	-0.1	-9	-4	-1	1	13	1	-2	13
Nn1c(SCc2ccc(Br)cc2)nnc1-c1ccccn1	1	-0.1	6	-3	-3	-2	1	1	0	-4
COc1cc(C(=O)COC(=O)c2ccc3c(c2)OCCO3)cc(OC)c1OC	-2	0.6	7	2	1	-7	-5	-2	0	-2
O=C(CN1CCN(c2ccccc2)CC1)c1ccc2cc[nH]c2c1	-10	-0.8	-4	4	5	6	2	2	6	-3
Cc1cc2nc(N3C(=O)CNC3=S)sc2cc1C	-3	0.0	-7	18	3	3	1	0	9	-8
C[C@@H]1NS(=O)(=O)c2cccc(Cl)c2O[C@@H]1c1ccccc1	.	-2.2	-4	1	-5	0	-5	-2	4	1
C#C[C@]1(O)CCC2C3CCC4=CC(=O)CC[C@@H]4C3CC[C@@]21C (stereo not given in full)	-4	-0.8	3	-1	10	2	2&13	0	7	4
Cc1ccc(CS(=O)(=O)c2nsc(C)c2C#N)cc1	2	1.6	-8	22	-8	0	-5	-1	-3	-4
Cc1cccc(C(=O)NCC(=O)NCC(c2ccco2)N2CCCCC2)c1 (stereo not given)	-8	0.4	-2	-3	0	-3	-4	0	8	18*
COc1cc(C(C)=O)ccc1OC(=O)CN1C(=O)c2ccccc2C1=O	0	-1.6	2	15	0	-1	4	-1	15	6
O=C(CCN1C(=O)S/C(=C\c2ccccc2)C1=O)NCCCn1ccnc1	9	-1.7	8	-1	1	1	-3	-2	17	0
CCN(CC(=O)NCc1ccc(F)cc1)S(=O)(=O)c1ccc(Cl)s1	-3	-0.1	2	-1	0	3	-3	-1	9	3
CCCc1nc(SCC(=O)Nc2cc(C)on2)c2c(=O)n(C)c(=O)n(C)c2n1	-5	-2.0	-6	1	-3	0	2	-2	1	2
O=C(OCc1cn(Cc2cccc(C(F)(F)F)c2)nn1)N1CCOCC1	.	.	.	0	-1	0	3	0	5	-3
Cc1ccc(C(=O)N[C@H](C(=O)Nc2sccc2C(N)=O)C(C)C)cc1	-10	-0.7	-5	6	-15	0	7	1	3	-8
Cc1cc(C)n2nc(C(=O)N/N=C/c3cccs3)nc2n1	-3	-2.3	0	-4	-2	0	-7	3	-10	-5
COC(=O)c1ccc(S(=O)(=O)N2CCC(NC(=O)Cc3ccccc3)CC2)cc1	.	.	.	2	5	-4	1	0	7	-2
CC(C)(C)NC(=S)NNC(=O)[C@H]1C[C@@H]1c1ccccc1	5	-0.7	1	-3	-1	-3	-1	0	3	-2
COCCn1c(C)cc(C2=NNC(=NC(C)(C)C)SC2)c1C	15	0.0	4	12	5	2	0	1	5	5
Cc1ccc(NC(=O)C2CCCN(S(=O)(=O)c3cnc[nH]3)C2)cc1C (stereo not given)	1	-1.8	11	1	-1	-1	-6	-2	-5	-2
O=C(NCc1ccc(Cl)cc1)c1csc(-c2cccnc2)n1	-7	-1.5	-4	-3	-1	-3	7	-1	7	-1
CC(OC(=O)c1ncc(Cl)c(Cl)c1Cl)C(=O)NC1(C#N)CCCCC1 (stereo not given)	-2	0.2	-4	-2	-3	-2	2	5	3	3
CCOC(=O)C1=NOC(CNC(=O)C2=NOC(CNC(=O)c3c(-c4ccccc4Cl)noc3C)C2)C1 (stereo not given)	-2	2.3	-1	2	-14	0	-3	3	-3	-2
Cc1ccc(C)c(NC(=O)C2CCCN(S(=O)(=O)c3cccnc3)C2)c1 (stereo not given)	-4	-2.4	2	-3	-1	0	-5	2	2	-2
Cc1ccc(NC(NC(=O)c2ccccc2[N+](=O)[O-])C(Cl)(Cl)Cl)cc1 (stereo not given)	-8	-1.1	-1	2	2	-1	-4	0	-7	-7
Cc1c(C(=O)N(C)c2ccccc2)oc2c1C(O)CC(C)(C)C2 (stereo not given)	5	0.9	-3	-8	-4	-2	-4	4	6	7
O=c1c2ccccc2c(-c2ccccc2)nn1Cc1ccc(Cl)cc1	0	1.1	1	1	1	1	2	-1	12	2
Cc1c(CCO)c(=O)n2c([nH]c3ccccc32)c1C#N	1	-11	-3	2	0	8	-4	-9	-6	-3

Sorted by the number under LEDGF integ inh (falling): 3 of the compounds above
canonical_smiles,HTRA1 inh,PG9 binder,TCR-CD3 inh,mABHD4 FP,PRMT1 inh,NR1D1 modulator,LEDGF integ inh,TDP2 absorb,SIAE inh
CCOC(=O)C1=NOC(CNC(=O)C2=NOC(CNC(=O)c3c(-c4ccccc4Cl)noc3C)C2)C1 (stereo not given),-2,2.3,-1,-14,0,-3,3,-3,-2
Cc1ccc(NC(=O)C2CCCN(S(=O)(=O)c3cnc[nH]3)C2)cc1C (stereo not given),1,-1.8,11,-1,-1,-6,-2,-5,-2
Cc1c(CCO)c(=O)n2c([nH]c3ccccc32)c1C#N,1,-11,-3,0,8,-4,-9,-6,-3
